Screening data deposited in PubChem BioAssay by several laboratories.
S1P2 ag = S1P2 receptor agonists, primary screen, cell-based; S1P2-expressing cell line, agonist reporter read-out; Sphingosine 1-phosphate receptor 2 (Homo sapiens), O95136; 0.46% of 97,000 active; AID 729, 2007; activation, % at 4.5 µM; in the data active = activation above about 16%;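 also: 0% = vehicle low control and 100% = maximal reference agonist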
Target sequence (O95136 whole entry, looked up): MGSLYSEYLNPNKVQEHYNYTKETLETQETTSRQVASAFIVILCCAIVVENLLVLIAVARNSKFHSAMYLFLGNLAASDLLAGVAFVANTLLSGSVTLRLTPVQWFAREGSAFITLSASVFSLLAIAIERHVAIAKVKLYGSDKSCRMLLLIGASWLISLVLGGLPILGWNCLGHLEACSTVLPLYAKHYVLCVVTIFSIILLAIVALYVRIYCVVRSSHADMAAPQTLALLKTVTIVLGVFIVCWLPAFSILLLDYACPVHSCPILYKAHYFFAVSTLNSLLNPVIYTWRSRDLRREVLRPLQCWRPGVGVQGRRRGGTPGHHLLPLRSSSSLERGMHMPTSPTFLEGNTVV
HUVEC inhibit = inhibitors of HUVEC proliferation, primary screen, cell-based, 384-well; CellTiter-Glo luminescence, 72 h; active compounds read low; viability, % at 10 µM (by protocol); 1.1% of 86,000 active;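 active = viability at or below 30%; inactive = viability above 30%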;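 also: 100% = median luminescence of DMSO-only cell control wells on each plate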
PostGolgi ctrl = growth inhibition of yeast control strain, primary screen, counter-screen for post-Golgi transport modulator project; 5% of 98,000 active; AID 738, 2007; inhibition, % at 10 µM; efflux-deficient yeast background strain, growth absorbance A615, 16 h
S1P2 blocker = human S1P2 receptor antagonists, primary screen, cell-based. cell-based S1P2 antagonist assay, inhibition at 5 uM. inhibition, % at 5 µM. 0.21% of 97,000 active; in the data active = inhibition above about 45%;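 also: CRE beta-lactamase reporter cells expressing human S1P2 stimulated with S1P; 0% = agonist at EC80 alone and 100% = agonist plus reference antagonist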
DAT uptake mod = changed hDAT dopamine uptake under cocaine IC80, either direction, primary screen, cocaine antagonist project, cell-based, LLC-PK1 hDAT, [14C]-dopamine uptake, MLSMR | LLC-PK1 hDAT cells, [14C]-dopamine uptake with cocaine IC80; actives deviate in either direction | 1.3% of 110,000 active | Sodium-dependent dopamine transporter (Homo sapiens), Q01959 | B-score at 10 µM | AID 449768, 2010;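 active = Z score or B-score, a plate-position-corrected score, falls beyond the plate's 99.7% confidence bounds, in either direction; inactive = both scores lie inside the 99.7% bounds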;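 also: scored against the spread of the other compound wells on the same plate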
Target sequence (Q01959 whole entry, looked up): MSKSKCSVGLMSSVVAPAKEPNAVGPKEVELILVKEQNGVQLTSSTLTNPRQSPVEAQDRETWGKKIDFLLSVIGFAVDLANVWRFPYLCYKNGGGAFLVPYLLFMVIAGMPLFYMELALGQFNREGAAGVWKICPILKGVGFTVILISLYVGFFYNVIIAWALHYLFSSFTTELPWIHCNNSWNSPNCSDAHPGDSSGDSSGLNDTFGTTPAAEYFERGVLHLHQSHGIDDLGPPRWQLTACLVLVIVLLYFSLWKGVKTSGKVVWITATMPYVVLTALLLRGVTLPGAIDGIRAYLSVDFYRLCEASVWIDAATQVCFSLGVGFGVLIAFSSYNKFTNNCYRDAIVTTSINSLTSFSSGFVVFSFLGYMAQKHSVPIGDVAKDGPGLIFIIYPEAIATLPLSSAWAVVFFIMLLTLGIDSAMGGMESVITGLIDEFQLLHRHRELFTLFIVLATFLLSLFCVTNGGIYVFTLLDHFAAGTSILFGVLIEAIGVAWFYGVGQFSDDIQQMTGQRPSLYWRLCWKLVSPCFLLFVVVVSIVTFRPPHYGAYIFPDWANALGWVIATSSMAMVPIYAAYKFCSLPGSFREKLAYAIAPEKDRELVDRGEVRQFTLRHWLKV
Ecoli WT expand = growth inhibitors of wild-type E. coli, primary screen, strain BW25113, expanded library, OD600. growth inhibition, % at 100 µM. OD600 absorbance. AID 710, 2007. 0.15% of 98,000 active;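 active = growth inhibition above about 50% at one test dose, limit read from the data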;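 also: growth measured after 20 h incubation at 37 °C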
PostGolgi yeast = phenotypic screen on post-Golgi transport, primary screen; 0.9% of 98,000 active; post-Golgi transport phenotypic cell assay; AID 739, 2007; inhibition, % at 10 µM;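 also: yeast cells grown in 1536-well plates; yeast grown about 18 h at 30C before absorbance read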
Lung fibro prol = antiproliferative effect on LL 47 fibroblasts – human, LL 47 cells, CellTiter-Glo luminescence, primary screen. LL 47 human lung fibroblast viability, ATP luminescence; active compounds read low. viability, % at 10 µM. 1.1% of 85,000 active;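 active = viability at or below 50% in the single dose screen; inactive = viability above 50%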;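 also: compound exposure lasted 72 h before the ATP readout; 100% = median luminescence of untreated cell-only wells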
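Test system: LL 47 human lung fibroblasts; Quantity: 1,150 cells/well; Buffer or medium: IMEM plus 15% FBS; Dosing: tenfold compound dosing solution, DMSO at 0.1%; Timing: overnight cell rest, 72 h compound treatment at 37 °C; Detection: ATP-based CellTiter-Glo luminescent readout; Read-out basis: viability percentage against median untreated-cell control; Controls: cell-only wells, no compound.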
H69AR inhibit = proliferation blockers of H69AR lung cancer cells, primary screen, cell-based, human, 86K library; H69AR lung tumor viability, ATP luminescence, 72 h; active compounds read low; viability, % at 10 µM; 6% of 85,000 active;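 active = viability at or below 40%; inactive = viability above 40%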;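 also: multidrug resistant small cell line overexpressing MRP-1 efflux transporter; 100% = mean luminescence of untreated control wells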
The depositor's hits bear a star; / = not tested or not shown. Rule as the data show it, unless noted: active = inhibition above about 30%; inactive = the rest.

Values run as follows: S1P2 ag	DAT uptake mod	PostGolgi ctrl	Lung fibro prol	H69AR inhibit	PostGolgi yeast	S1P2 blocker	Ecoli WT expand	HUVEC inhibit
1) CC(=O)N(Cc1cccs1)C1CCOC(C)(C)C1 (configuration not stated)
 : -4	0.39	15	99	69	-7	-14	-1	104
2) COc1ccc(OC)c(Nc2ncnc3c2cnn3-c2cccc(C)c2)c1
 : -4	1.8	/	61	23*	/	-36	/	51
3) CN(c1ccccc1)S(=O)(=O)c1ccc(NC(=O)C2CCCCC2C(=O)O)cc1 (configuration not stated)
 : -18	-0.11	0	/	/	-3	1	3	/
4) CCCCc1ccc(NC(=O)CN2NS(=O)(=O)c3ccccc3C2=O)cc1
 : 0	-0.025	-2	/	/	-7	-9	-7	/
5) COc1ccc(NC(=O)N2CCC(n3nnc4cc(C)ccc43)CC2)cc1
 : -1	-0.12	/	103	84	/	-15	/	92
6) Cc1ccc(C(=O)Nc2cc(C)c(OCC(=O)N3CCOCC3)c(C)c2)cc1
 : -3	2.3*	18	117	54	3	-5	2	100
7) CC(C)c1ccc(Nc2cnn(C34CC5CC(CC(CC(=O)O)(C5)C3)C4)c(=O)c2Cl)cc1
 : -7	1.2	9	104	93	-3	-4	-7	90
8) CC(C)[C@H](NC(=O)NC1CCCc2ccccc21)C(=O)O (some centres not stated)
 : -4	-0.087	33*	102	102	-3	10	2	103
9) Clc1ccccc1CN(Cc1ccccc1)c1ncnc2nc[nH]c12
 : -5	2	52*	91	36*	-8	0	-2	87
10) Nc1nc(SCc2ccc(Cl)cc2)ns1
 : -5	0.017	44*	102	98	-2	11	24	89
11) CN(C)C(=O)NC(Nc1ccc(Cl)cc1Cl)C(Cl)(Cl)Cl (configuration not stated)
 : -4	-0.49	9	/	/	7	-25	11	/
12) COC1(OC)N=C(N)C2(C#N)C(c3cccc(Oc4ccccc4)c3)C12C#N (configuration not stated)
 : -1	0.98	8	92	82	-1	19	-2	79
13) CCCn1c(-c2cccs2)nc2nc3ccccc3nc21
 : 7	0.59	16	98	60	-12	-28	-3	81
14) O=C(COc1ccc(Cl)cc1)NCCSc1ccccc1
 : -3	0.83	25	96	95	26	-6	-3	100
15) COC(=O)c1ccc(NC(=O)CSc2n[nH]c(-c3ccncc3)n2)cc1
 : -3	0.51	7	114	84	-2	14	-13	94
16) CN(C)c1ccc(/C=N/n2ncc3ccccc32)cc1
 : /	0.92	0	95	83	1	/	-4	94
17) CCOC(=O)Nc1ccc2c(c1)N(C(=O)C(C)N1CCCC1)c1ccccc1CC2 (configuration not stated)
 : -4	0.12	27	95	90	-8	-14	5	83
18) CCOC(=O)Cn1nnnc1C(C(C)C)N(Cc1cccs1)Cc1cc2cc(C)ccc2[nH]c1=O (configuration not stated)
 : -6	1.1	-3	97	41	-8	20	-6	69
19) O=C(CN(c1ccccc1F)S(=O)(=O)c1ccccc1)NC1CCCCCC1
 : -2	-1.8	21	89	81	-4	4	-3	88
20) COc1ccc(N(C(=O)C(C)C)S(=O)(=O)c2ccc3c(c2)n(C)c(=O)n3C)cc1
 : -8	1.7	13	92	96	3	-2	-3	84
21) CCCCNS(=O)(=O)c1ccc2nc(SCC(=O)Nc3sccc3C#N)[nH]c2c1
 : -6	-1.3	1	94	21*	2	-6	1	50
22) CC(Oc1ccccc1)C(=O)Nc1nc2c(s1)C(=O)CC(C)(C)C2 (configuration not stated)
 : -9	1.4	15	98	95	-5	12	3	108
23) COc1ccc(-c2nn(C)c(=O)c3ccccc23)cc1CNC(=O)CN1CCOCC1
 : -6	0.2	/	102	85	/	-18	/	102
24) Cn1c(NC(=O)c2ccc3c(c2)OCO3)cc(=O)n(C)c1=O
 : -1	0.066	14	97	100	0	-25	-5	108
25) COc1ccc(-n2c3c(cc(C(=O)NC4CCSC4=O)c2=O)C(=O)CC(C)(C)C3)cc1 (configuration not stated)
 : -4	-0.0067	13	105	77	3	12	3	106
26) COC(=O)c1ccc(NC2(C#N)C(=O)Nc3ccccc32)cc1 (configuration not stated)
 : -6	/	-1	95	23*	-7	0	10	86
27) NC(=O)c1c(NC(=O)CSc2nnc(-c3ccco3)n2N)sc2c1CCCC2
 : -12	1.5	-1	/	/	7	-4	-9	/
28) CC1(C)CC(O)(CCNCc2ccc3c(c2)OCO3)CCO1 (configuration not stated)
 : -5	-0.095	9	97	73	5	-10	-2	104
29) COc1cc(OC)cc(C(=O)N2CCC(N3CCCCCC3)CC2)c1
 : 2	0.26	/	100	99	/	-2	/	94
30) CCC(=O)N[C@@H]1CC(C(C)(C)NC(=O)CC)CC=C1C (some centres not stated)
 : -5	-9.9*	-3	95	91	-2	24	-3	97

4 compounds drawn at random from those above:
Values run as follows: S1P2 ag	DAT uptake mod	PostGolgi ctrl	Lung fibro prol	H69AR inhibit	PostGolgi yeast	S1P2 blocker	Ecoli WT expand	HUVEC inhibit
6) Cc1ccc(C(=O)Nc2cc(C)c(OCC(=O)N3CCOCC3)c(C)c2)cc1
 : -3	2.3*	18	117	54	3	-5	2	100
23) COc1ccc(-c2nn(C)c(=O)c3ccccc23)cc1CNC(=O)CN1CCOCC1
 : -6	0.2	/	102	85	/	-18	/	102
28) CC1(C)CC(O)(CCNCc2ccc3c(c2)OCO3)CCO1 (configuration not stated)
 : -5	-0.095	9	97	73	5	-10	-2	104
26) COC(=O)c1ccc(NC2(C#N)C(=O)Nc3ccccc32)cc1 (configuration not stated)
 : -6	/	-1	95	23*	-7	0	10	86

(further entries)
Values run as follows: S1P2 ag	DAT uptake mod	PostGolgi ctrl	Lung fibro prol	H69AR inhibit	PostGolgi yeast	S1P2 blocker	Ecoli WT expand	HUVEC inhibit
31) O=C(C1CCN(S(=O)(=O)c2cccc3cccnc23)CC1)N1CCN(C2CCCCC2)CC1
 : /	1.5	-4	90	83	5	/	8	89
32) CCOc1ccc(C(=O)NC2CCN(C(=O)NCc3ccccc3)CC2)cc1
 : -6	0.61	18	100	82	4	21	3	103
33) O=C(CCc1ccc(S(=O)(=O)NCc2ccccc2)cc1)N1CCN(Cc2ccc3c(c2)OCO3)CC1
 : -3	-0.013	1	100	88	-4	0	-7	103
34) Cn1nnc(NC(=O)c2ccccc2)n1
 : -5	-0.072	/	97	95	/	0	/	90
35) Cc1onc(-c2ccccc2)c1C(=O)Nc1ccc(S(=O)(=O)N2CCCCC2)cc1
 : -4	-0.29	8	86	74	-2	18	-3	84
36) O=C1c2ccccc2C(O)(c2ncc[nH]2)N1CCc1ccccc1 (configuration not stated)
 : -5	0.31	5	109	101	-3	-1	-28	99
37) COc1cc(NC(=O)c2nnn(Cc3ccc(SC)cc3)c2N)cc(OC)c1
 : -6	-1.2	4	101	96	7	-1	-7	98
38) Cn1c(=N)c(S(=O)(=O)c2ccc(Cl)cc2)cc2c(=O)n3ccccc3nc21
 : -5	/	/	95	70	/	-3	/	94
39) COc1ccc(/C=C/C(=O)c2c(C)nc3ccccn23)cc1
 : -5	-1.1	17	/	/	-5	-11	-12	/
40) O=C(CSc1nc(Nc2ccccc2)nc(N2CCOCC2)n1)N1CCc2ccccc21
 : -2	-1.1	54*	102	/	-2	-4	-4	87
41) O=C(CSc1nnc(-c2cccnc2)n1Cc1ccco1)c1ccc(Br)cc1
 : -2	1	-1	98	91	-4	19	-15	101
42) Cc1cc(C)n(C(=O)CNC(=O)C2COc3ccccc3O2)n1 (configuration not stated)
 : /	-1.2	4	/	/	-1	/	-4	/
43) CCN(CC)S(=O)(=O)c1cccc(-c2nnc(SCc3ncc(-c4ccccc4)o3)n2C)c1
 : -5	2.3	12	94	92	-4	11	3	81
44) COc1ccccc1NC(=O)CN1C(=O)NC(CC(C)C)C1=O (configuration not stated)
 : -3	0.042	48*	96	105	4	-5	-1	96
45) CC(C(=O)Nc1ccc2nccnc2c1)N1C(=O)C2C3C=CC(C3)C2C1=O (configuration not stated)
 : -5	-0.083	3	106	94	-1	16	-1	97
46) CCOc1ccc(CN2CCN(C(=O)c3cccc(F)c3)CC2)cc1
 : -5	0.89	/	96	84	/	9	/	90
47) COc1cccc(NC(=O)CSCC(=O)O)c1
 : -3	-0.52	-1	96	92	15	-3	-1	98
48) CCCCCn1c(SCc2cccc(C)c2)nc2c1c(=O)[nH]c(=O)n2C
 : /	-0.21	/	92	69	/	/	/	83
49) O=C(Cn1nc(-c2ccc(Cl)cc2)c2ccccc2c1=O)Nc1cccnc1
 : 1	-1.5	12	97	77	2	-14	4	78
50) Cc1cccn2cc(CCNC(=O)c3ccc(Br)o3)nc12
 : -1	-2	1	105	90	-2	-28	1	104
51) COC(=O)c1ccccc1S(=O)(=O)C(C)(C)C
 : -4	0.059	/	98	93	/	-11	/	94
52) Cc1ccc(Cc2cnc(NC(=O)C3CCCO3)s2)cc1 (configuration not stated)
 : -10	-0.0056	-3	86	103	-8	-2	16	69
53) O=c1c(O)c(-c2cccs2)oc2ccc(Cl)cc12
 : -4	0.28	21	95	54	2	9	26	57
54) O=C(C/C=N/OCc1ccc(F)cc1Cl)c1cnc(-c2ccccc2)s1
 : -6	0.45	10	/	/	-4	7	-12	/
55) Cc1c(Cl)c([N+](=O)[O-])nn1CC(=O)NC12CC3CC(CC(C3)C1)C2
 : -2	-1.5	13	/	/	6	-20	8	/
56) COCCN1C(=O)C(CC(=O)Nc2ccc(C(=O)O)cc2)SC1=Nc1ccccc1 (configuration not stated)
 : /	/	0	97	94	28	/	4	92
57) CCC(=O)Oc1c(-c2ccccc2)c2nc3ccccc3nc2c2ccccc12
 : -5	/	/	78	53	/	0	/	70
58) C=CCNc1ncnc2c1[nH]c1ccc(Cl)cc12
 : 2	-0.89	5	83	72	1	9	73*	58
59) Cc1ccc(CN2CCN(C(=O)CCN3C(=O)c4ccccc4C3=O)CC2)cc1
 : -1	0.028	8	/	/	-3	1	8	/
60) O=C(Nn1c(=O)[nH]c2ccsc2c1=O)c1ccccc1
 : -2	-0.9	1	99	95	-11	-12	-3	100
61) COc1ccc(S(=O)(=O)Nc2cccc(Cl)c2)cc1OC
 : -3	-0.39	15	103	93	-4	-14	10	97
62) CCOc1ccc2[nH]c(=O)c(CN(CCO)C(=O)c3ccc(Br)cc3)cc2c1
 : 0	0.14	-13	/	/	12	9	-6	/
63) Cc1nc(NC(C)C(=O)O)c2nc(C)oc2n1 (configuration not stated)
 : -5	-0.85	2	100	85	2	-10	-6	88
64) O=C(COC(=O)c1ccco1)Nc1cccc(Br)c1
 : -8	-1.3	4	103	94	8	25	-3	97
65) COCCN1C=C(C(=O)OC)C(c2cc(Br)c(OC)c(OC)c2)C(C(=O)OC)=C1
 : 10	0.8	20	91	64	4	-23	2	84
66) Cc1ccnn2cc3c(=O)n(C)c(=O)n(C)c3c12
 : 1	/	-3	/	/	16	-3	4	/
67) CCOC(=O)c1ccc(NCc2ccc3c(c2)OCO3)cc1
 : 0	0.24	2	101	104	-6	16	2	104
68) O=C(c1ccco1)N1CCCN(C(=O)c2ccco2)CC1
 : -1	0.029	4	103	95	-6	7	0	102
69) O=C(CN1CCN(Cc2ccccc2F)C1=O)NCc1ccco1
 : -5	-0.12	0	93	96	-7	-11	5	96
70) Cc1cccc(NC(=O)Cn2nc(C(F)(F)F)cc2C2CC2)c1
 : -6	-0.64	0	/	/	-19	-5	5	/
71) O=S(=O)(c1ccc(Cl)cc1)N1CCCC1c1nc2ccccc2s1 (configuration not stated)
 : -5	-0.58	19	/	/	0	11	-3	/
72) O=C(O)CSc1nnc(Cn2cnc3ccccc32)n1CCc1ccccc1
 : -17	-0.22	-2	96	98	5	7	-3	92
73) COc1ccc(N(C)C(=O)c2cnc(N3CCN(c4ncccn4)CC3)c3ccccc23)cc1
 : -3	/	8	100	62	-7	14	7	85

No enrichment for hits. Share with any hit: about 11%.
